Assay outcomes from PubChem BioAssay.
Eya2 inh – Eya2 (human) phosphatase inhibition | O00167 | 0.006% of 330,000 active | Potency, µM (top dose mostly 76.9 µM), for inactives: at the top dose activity, negative = inhibition, most hits filed as inhibitors | recombinant Eya2, OMFP fluorescence dephosphorylation (OMFP is methylfluorescein phosphate); further: potency means the concentration at half of the fitted maximal effect; on the % scale 0 is the no-effect control and ±100 the full control effect
Target sequence (O00167 whole entry, looked up): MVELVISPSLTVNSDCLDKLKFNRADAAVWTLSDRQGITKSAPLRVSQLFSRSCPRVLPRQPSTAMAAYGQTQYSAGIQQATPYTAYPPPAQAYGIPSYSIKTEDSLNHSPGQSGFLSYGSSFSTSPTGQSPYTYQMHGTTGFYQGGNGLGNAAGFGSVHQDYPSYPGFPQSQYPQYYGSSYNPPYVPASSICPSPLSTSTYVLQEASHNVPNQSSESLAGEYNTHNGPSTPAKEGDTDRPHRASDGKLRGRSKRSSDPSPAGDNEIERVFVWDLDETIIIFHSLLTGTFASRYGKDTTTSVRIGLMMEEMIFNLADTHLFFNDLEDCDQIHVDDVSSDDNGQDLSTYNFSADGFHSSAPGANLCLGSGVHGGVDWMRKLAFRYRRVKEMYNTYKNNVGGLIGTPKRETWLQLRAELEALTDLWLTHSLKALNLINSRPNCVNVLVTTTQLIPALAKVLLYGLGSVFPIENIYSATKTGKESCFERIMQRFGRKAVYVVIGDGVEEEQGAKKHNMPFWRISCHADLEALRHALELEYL
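Eya2 (0.2 uM) preincubated 10 min at ambient with compound, then OMFP substrate added at 50 uM; 10 min reaction in 50 mM HEPES pH 7.5, 50 mM NaCl, 5 uM MgCl2, 0.05% BSA, 1 mM DTT. Fluorescence read at Ex 485/Em 525 nm.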
S-ASM inh – human S-ASM enzyme inhibition; Potency, µM (series often up to 57.5 µM), for inactives: at the highest dose activity change, negative = inhibition, hits mostly inhibitors; 0.006% of 340,000 active; placental ASM, HMU-PC fluorogenic substrate, 60 min; further: potency means the concentration at half of the fitted maximal effect
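HMU-PC0 cleavage (9 uM final) by human placental ASM, 60 min at 37 °C following 10 min compound exposure at RT; stopped at pH 10, fluorescence Ex 386/Em 447 nm.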
ELG1 repair inh – blocks ELG1-dependent DNA repair in HEK293T cells; Potency, µM (series often up to 46.1 µM), inactives show at the top dose activity change, negative = inhibition, usual class: inhibitors; 2.3% of 330,000 active; HEK293T ELG1-luciferase reporter, luminescence, 16 h; DNA damage induced by 5-fluorouridine; AID 504467; further: potency means the concentration at half of the fitted maximal effect; on the % scale 0 is the no-effect control and ±100 the full control effect; nearly all actives have a fitted effect of over 55% in size
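Luminescence from the luciferase reporter, measured 30 min after ONE-Glo reagent at room temperature, was the read-out. Beforehand, 2,000 cells per well were exposed for 16 hr at 37 °C to 5-fluorouridine together with compound or vehicle.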
Mito fusion yeast – inhibitors of mitochondrial division or activators of mitochondrial fusion. S. cerevisiae fusion-defective mutant growth rescue, CellTiterGlo 48 h. Potency, µM (doses to about 46.1 µM), inactives show at the top dose growth rescue (activation), actives largely listed as activators. 0.23% of 320,000 active;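 further: potency means the concentration at half of the fitted maximal effect; % of control where 0% means no effect; nearly all actives have a fitted effect of over 45% in size; temperature-sensitive fusion mutants such as fzo1-1 at 37 °C on non-fermentable ethanol glycerol medium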
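Growth-rescue viability read-out: after 48 h at the non-permissive 37C in glycerol/ethanol YPEG, yeast mitochondrial fusion mutants are measured by CellTiterGlo luminescence; compounds (23 nl pinned per well) restoring growth score as division inhibitors or fusion activators.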
TSG101-PTAP inh – blocks PTAP/TSG101 interaction to inhibit HIV-1 budding | Potency, µM (highest dose often 115 µM), without a hit: top-dose activity change, negative = inhibition, usual class: inhibitors | 340,000 tested, under 10 active | Fluorescence polarization, FITC-PTAP peptide / Tsg101 binding; active means well fitted inhibition curve with a large enough effect in the main read-out, with a control signal flat, not every such curve was filed as active; inconclusive means small, poorly fitted or top-dose-only effect, or effect the other way, or a change in a side signal; inactive means no such curve, though single readings can be large or run the other way; further: potency means the concentration at half of the fitted maximal effect; % of control where 0% means no effect
Target sequence (Q99816 whole entry, looked up): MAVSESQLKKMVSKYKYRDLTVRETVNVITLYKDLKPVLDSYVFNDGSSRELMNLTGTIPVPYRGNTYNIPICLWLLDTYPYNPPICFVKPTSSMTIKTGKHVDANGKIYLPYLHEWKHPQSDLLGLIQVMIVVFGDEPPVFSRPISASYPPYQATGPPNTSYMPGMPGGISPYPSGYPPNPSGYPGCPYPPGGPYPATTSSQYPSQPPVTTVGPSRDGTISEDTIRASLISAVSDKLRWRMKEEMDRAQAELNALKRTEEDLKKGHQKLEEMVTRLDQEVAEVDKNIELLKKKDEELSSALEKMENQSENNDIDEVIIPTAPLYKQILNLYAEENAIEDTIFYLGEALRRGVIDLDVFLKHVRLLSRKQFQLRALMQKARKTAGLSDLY
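Steps: Tsg101 binding domain dispensed (10 uM final), compounds pinned in DMSO, FITC-labeled PTAP-motif peptide added (50 nM final); after 20 min binding at room temperature, polarization measured.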
AT treatment – candidate therapy for ataxia-telangiectasia; Potency, µM (series often up to 57.5 µM), for inactives: at the highest dose activation, hits mostly activators; 0.19% of 320,000 active; […] A-T fibroblasts, KAP-1 phosphorylation AlphaLISA; neocarzinostatin DNA damage 30 min before lysis; further: potency means the concentration at half of the fitted maximal effect; % of control where 0% means no effect; nearly all actives have a fitted effect of over 45% in size
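hTERT-immortalized A-T patient fibroblasts ([…]), 500 cells/well in OPTI-MEM, 1% FBS, got compounds for 60 min, then NCS for 30 min at 37C. Lysates were then assayed for phospho-KAP-1 by AlphaLISA (anti-pKAP1 donor, anti-KAP1 acceptor beads), 6 hr at 25C.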
TSHR antagonist – blocks TSH signaling through the human TSH receptor; P16473; activity change, negative = inhibition, % at 11.5 µM; 0.2% of 330,000 active; TSHR-expressing cells, TSH-stimulated cAMP HTRF, 2 h; stronger effect = lower value;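 active means activity change below a set negative limit, meaning inhibition stronger than a set level, cut at about -70% in these data; inconclusive means activity change between two set negative limits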; further: on the % scale 0 is the no-effect control and ±100 the full control effect
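TSHR-expressing cells, 200/well, pre-treated with compound, then stimulated with EC80 TSH (4nM final) for 2 hours at 37 deg C. cAMP measured by competitive HTRF: anti-cAMP cryptate antibody in lysis buffer plus cAMP-d2, read after 30 minutes at room temperature.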
BCR signal inh – inhibitors of chronic active B-cell receptor signaling | ABC-DLBCL IkBa-CBG/CBR reporter, luminescence ratio, 4 h | Potency, µM (titrated, usually from 46.1 µM), inactives show at the highest dose ratio change, negative = lower green/red ratio, usual class: inhibitors | AID 493014 | 0.05% of 340,000 active; active means well fitted inhibition curve with a large enough effect in the signal ratio, with a control signal flat, not every such curve was filed as active; inconclusive means small, poorly fitted or top-dose-only effect, or effect the other way, or a change in a side signal; the % refers to the signal ratio;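 further: potency means the concentration at half of the fitted maximal effect; plate controls were basal doxycycline-induced cells for no effect and cells given 10 µM MG132 for full effect; MG132 reads +100%, hits lower the ratio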
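Concentration-response series (up to 46 uM) were applied to TMD8 dual-reporter cells for 4 h at 37C with doxycycline. Green/red ratio, after filter-overlap correction, defined %Activity; red signal alone was normalised to basal cells and zero luminescence.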
TCR act – activators of T cell receptors; primary human leukocytes, anti-CD3, IL-2 HTRF, 48 h; Potency, µM (top dose mostly 9.22 µM), for the others: top-dose activation of IL-2 secretion, actives largely listed as activators; 330,000 tested, under 10 active; further: % of control where 0% means no effect
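1) Mix primary human leukocytes, a-CD3 beads and compound. 2) Incubate 48 hr. 3) Add HTRF IL-2 reagents (a-IL-2-K, a-IL-2-d2).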
Tb PFK block – inhibitors of T. brucei phosphofructokinase; T. brucei PFK, ADP-Glo luminescence; Potency, µM (titrated, usually from 57.5 µM), inactives show at the highest dose activity, negative = inhibition, most hits filed as inhibitors; AID 485367; O15648; 0.17% of 330,000 active;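 further: potency means the concentration at half of the fitted maximal effect; 0% = uninhibited 1x PFK enzyme wells and -100% = no-enzyme wells; nearly all actives have a fitted effect of over 60% in size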
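1.25 nM PFK with 0.5 mM F6P and 0.1 mM ATP in 0.1 M TEA pH 8.0, 5 mM MgCl2, incubated 45 min at room temperature; ADP measured by ADP-Glo luminescence; compounds titrated up to 57 uM.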
Integrin act MD – integrin-mediated muscular dystrophy alleviation activation | alpha7betagal myoblasts, beta-gal FDG fluorescence, 48 h | Potency, µM (highest dose often 38.3 µM), for the others: top-dose activation, actives largely listed as activators | 0.064% of 350,000 active | AID 624291;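 further: potency means the concentration at half of the fitted maximal effect; 100% = response of the positive control SU9516; nearly all actives have a fitted effect of over 60% in size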
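alpha7betagal+/- myoblasts (passage 13, 250/well) treated 48 h at 37C with compounds at 1:260 dilution of DMSO stock. Lysed, then beta-galactosidase activity read as FDG fluorescence (ex 480/em 540) after 30 min, with pre-read for autofluorescence.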
* hit, by the source's call; ? = inconclusive; . = not tested or not shown; [ ] = remark or other dose. Unless noted, the call rests on the fitted dose curve; in most records, active means well fitted curve in the direction sought with a large enough effect; inconclusive means small, poorly fitted or top-dose-only effect, or another doubt; inactive means no such curve, though single readings can be large; an effect the other way counts as inactive or inconclusive.

SMILES | Eya2 inh | S-ASM inh | ELG1 repair inh | Mito fusion yeast | TSG101-PTAP inh | AT treatment | TSHR antagonist | BCR signal inh | TCR act | Tb PFK block | Integrin act MD
CCOC(=O)c1cn2ccc(C)cc2n1 | 1% | 20% | ? | 5% | -8% | -7%[11.5 µM] | 0 | 0% | 8% | -8% | -30%
CCOc1ccc(N(CC(=O)NCc2ccc(F)cc2)S(=O)(=O)c2c(C)noc2C)cc1 | 0% | -7% | -8% | 0% | ? | 2% | -13 | ? | -11% | -8% | 18%
Cc1ccc(C(OCC(O)CN2CCCCC2CO)c2ccccc2)cc1 (stereo not drawn) | -1% | 3% | -5% | -2% | 4% | 2% | -6 | -8% | 9% | 2% | -28%
Cc1ccc(O)c(C(=O)/C=C/c2ccc3c(c2)OCCO3)c1 | -1% | -2% | 16% | 5% | 1% | 34% | -4 | ? | 8% | 3% | -12%
CC(O)CNc1nc(NCc2ccccc2)c2cnn(C)c2n1 (stereo not drawn) | 10% | -5% | -7% | -2% | 1% | -7% | 9 | -13% | 4% | 2% | 33%
CC(C)n1nc(C(=O)Nc2nc3ccccc3[nH]2)c2ccccc2c1=O | -7% | -2% | ? | 14% | 0% | -2% | -13 | ? | -2% | -1% | ?
Nc1nnnn1/N=C/C=C/c1ccccc1 | 3% | 0% | ? | 4% | 0% | 9% | -6 | 9% | 3% | 7% | -11%
CC(=O)NC1CC2CCCC(C1)N2C(=O)Nc1ccccc1 (stereo not drawn) | 7% | 5% | 1% | 0% | -2% | -9% | 6 | -2% | 1% | -4% | -5%
COC(=O)[C@@]1(Cc2ccccc2)[C@H]2c3cc(C(=O)N4CCCC4)n(CCSCCO)c3C[C@H]2CN1C(=O)c1ccccc1 | 2% | . | -20% | -2% | . | -11% | 11 | -3% | . | -10% | .
CN=C1CC(SC)=C1c1ccc(C)cc1 | 4% | -1% | -26% | 0% | -8% | 2% | -7 | -7% | 4%[46.1 µM] | -3% | -6%
CCOC(=O)c1cc(S(=O)(=O)NC2CCCCC2)cn1C | -7% | -4% | 9% | 15% | 1% | 1% | -4 | 0% | -5% | 0% | 11%
CCCn1cnc2cc(NCc3ccc(Br)cc3)ccc21 | -15% | -6% | ? | -14% | -1% | 0% | 3 | -4% | 4% | -11% | -17%
O=C(CSc1nnc2ccc(-c3ccco3)nn12)Nc1ccccc1F | -3% | . | ? | 7% | -4% | 3% | -2 | 4% | -3% | -5% | 3%
CCCCc1cc(=O)oc2cc(OCC(=O)NC(Cc3c[nH]c4ccc(O)cc34)C(=O)O)ccc12 (stereo not drawn) | 2% | -1% | -10% | -1% | -5% | 8% | 1 | -4% | 3% | -13% | 33%
CC(C)CCN(C(=S)NC(=O)C1CCCCC1)c1c(N)n(Cc2ccccc2)c(=O)[nH]c1=O | 10% | -2% | 0% | -1% | -2% | 16% | -3 | 0% | -2% | -3% | -91%[inhibitor]
Cc1ccc(NC(=O)CN2C(=O)NC3(CCCc4ccccc43)C2=O)c([N+](=O)[O-])c1 (stereo not drawn) | 3% | 1% | 19% | -3% | -3% | -2% | 7 | -7% | -1% | 0% | 4%
c1coc(CNc2ncnc3ccccc23)c1 | 2% | 2% | 9% | -5% | -13% | -2% | -22 | -6% | 3% | -1% | -54%[inhibitor]
CN1CCN(c2nc3nonc3nc2N2CCN(C)CC2)CC1 | -8% | -1% | -2% | -1% | -3% | 1% | 5 | ? | 0% | 0% | -3%
O=C(Nc1ccc(Cl)c(S(=O)(=O)N2CCCCC2)c1)c1cnccn1 | 4% | -4% | -16% | 2% | -2% | 4% | -1 | -4% | 8% | 1% | ?
C/C=C/c1ccc(OCCCn2cncn2)c(OC)c1 | 14% | -1% | 22% | -8% | 1% | 6% | 11 | ? | 4% | 17% | 20%
CC(C)(C)c1ccc(C(=O)NCCC(=O)NCc2ccco2)cc1 | -16% | -1% | 5.8µM* | -16% | -5% | 1% | 14 | ? | 2% | 1% | 1%
Cc1cccc(N=C2NC(=O)/C(=C/c3cn(C)c4ccccc34)S2)c1 | 3% | ? | ? | ? | -4% | -2% | 1 | ? | -5%[46.1 µM] | 0% | 10%
O=C(CN1C2=NCCCN2c2ccccc21)c1cccc(Br)c1 | 6% | 1% | ? | 0% | -2% | 10% | 11 | ? | 0%[46.1 µM] | -1% | -57%[inhibitor]
CSc1ccc(Cl)c(C(=O)Nc2ccc(N3CCOCC3)cc2)c1 | -1% | -1% | 2% | -2% | 2% | -3% | -4 | ? | -2% | -4% | 12%
O=S(=O)(NCCC(c1ccc(F)cc1)c1ccco1)c1ccccc1 (stereo not drawn) | -2% | -2% | -19% | 22µM* | -8% | 4% | -4 | 9% | -7%[46.1 µM] | 2% | 4%
Remaining list, next part.
SMILES | Eya2 inh | S-ASM inh | ELG1 repair inh | Mito fusion yeast | TSG101-PTAP inh | AT treatment | TSHR antagonist | BCR signal inh | TCR act | Tb PFK block | Integrin act MD
O=C(c1ccccc1)N1CCN(C(=S)NCCc2ccccc2)CC1 | 3% | 0% | -8% | 0% | -1% | -2% | 15 | ? | -3%[46.1 µM] | -3% | 0%
Cc1ccc(NC(=O)CSc2nnc(Cc3ccccc3)o2)c(C)c1 | 1% | -1% | 5% | -3% | -1% | 2% | -7 | -1% | 1% | -2% | 10%
O=C(CSc1nccn1-c1ccc(F)cc1)NCc1ccc(F)cc1 | -2% | 0% | -13% | -6% | -4% | 3% | 0 | -1% | -34% | -3% | -4%
COc1ccc(Cl)cc1NC(=O)NCC1CCN(C(=O)OC(C)(C)C)CC1 | 0% | 1% | -17% | 1% | 1% | 48% | 6 | -2% | -10% | -2% | 6%
CC1CCC(C(=O)NC(C(=O)N2CCN(c3ccccn3)CC2)C(C)C)CC1 (stereo not drawn) | -12% | 4% | 8% | -4% | 4% | -9% | 3 | 5% | -3% | -9% | -5%
O=C1CN(c2ccc(Br)cc2)C(=O)N1CC(=O)N1CCCc2ccccc21 | 13% | 0% | -19% | 9% | -7% | 0% | -17 | 0% | -7% | -3% | 27%
O=C(Nc1ccc(SC(F)F)cc1)C12CCC(CC1)C2 | -17% | 1% | ? | 20% | -3% | 1% | -11 | ? | 4%[46.1 µM] | -1% | 1%
CC(C)CN(C(=O)COC(=O)CCN1C(=O)c2ccccc2C1=O)C1CCS(=O)(=O)C1 (stereo not drawn) | 8% | -2% | 7% | 1% | -9% | 8% | 1 | 3% | -7% | -4% | -1%
CCc1nnc(NC(=O)CCN(c2cc(C)cc(C)c2)S(=O)(=O)c2ccc(Cl)cc2)s1 | -16% | -2% | -18% | 2% | 1% | 4% | 6 | 3% | 0%[46.1 µM] | -2% | -5%
O=C(NCCc1ccccc1)c1cccs1 | 24% | 5% | ? | 0% | -2% | 8% | -1 | ? | -2% | 0% | 5%

Of the compounds above, 4 have a Cl atom:
SMILES | Eya2 inh | S-ASM inh | ELG1 repair inh | Mito fusion yeast | TSG101-PTAP inh | AT treatment | TSHR antagonist | BCR signal inh | TCR act | Tb PFK block | Integrin act MD
O=C(Nc1ccc(Cl)c(S(=O)(=O)N2CCCCC2)c1)c1cnccn1 | 4% | -4% | -16% | 2% | -2% | 4% | -1 | -4% | 8% | 1% | ?
CSc1ccc(Cl)c(C(=O)Nc2ccc(N3CCOCC3)cc2)c1 | -1% | -1% | 2% | -2% | 2% | -3% | -4 | ? | -2% | -4% | 12%
COc1ccc(Cl)cc1NC(=O)NCC1CCN(C(=O)OC(C)(C)C)CC1 | 0% | 1% | -17% | 1% | 1% | 48% | 6 | -2% | -10% | -2% | 6%
CCc1nnc(NC(=O)CCN(c2cc(C)cc(C)c2)S(=O)(=O)c2ccc(Cl)cc2)s1 | -16% | -2% | -18% | 2% | 1% | 4% | 6 | 3% | 0%[46.1 µM] | -2% | -5%
